# PTPN22 inh 2: PTPN22 phosphatase inhibitors, primary screen, biochemical, DiFMUP fluorescence, 2 µM; inhibition, % at 2 µM; Tyrosine-protein phosphatase non-receptor type 22 (Homo sapiens), Q9Y2R2; recombinant LYP catalytic domain; 96,000 tested, 0.21% active;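 active means inhibition at 2 µM at or above a set limit, the screen mean plus 3 SD, cut at about 24% in these data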;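 further: 0% = DMSO with enzyme and 100% = enzyme fully blocked by orthovanadate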
# hDAT+cocaine: changed hDAT dopamine uptake under cocaine IC80, either direction, primary screen, cocaine antagonist project, cell-based, LLC-PK1 hDAT, [14C]-dopamine uptake, MLSMR; Sodium-dependent dopamine transporter (Homo sapiens), Q01959; LLC-PK1 hDAT cells, [14C]-dopamine uptake with cocaine IC80; actives deviate in either direction; B-score at 10 µM; 110,000 tested, 1.3% active; AID 449768, 2010;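 active means Z score or B-score, a plate-position-corrected score, falls beyond the plate's 99.7% confidence bounds, in either direction; inactive means both scores lie inside the 99.7% bounds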;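 further: scored against the spread of the other compound wells on the same plate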
# Target sequence (Q01959 whole entry, looked up): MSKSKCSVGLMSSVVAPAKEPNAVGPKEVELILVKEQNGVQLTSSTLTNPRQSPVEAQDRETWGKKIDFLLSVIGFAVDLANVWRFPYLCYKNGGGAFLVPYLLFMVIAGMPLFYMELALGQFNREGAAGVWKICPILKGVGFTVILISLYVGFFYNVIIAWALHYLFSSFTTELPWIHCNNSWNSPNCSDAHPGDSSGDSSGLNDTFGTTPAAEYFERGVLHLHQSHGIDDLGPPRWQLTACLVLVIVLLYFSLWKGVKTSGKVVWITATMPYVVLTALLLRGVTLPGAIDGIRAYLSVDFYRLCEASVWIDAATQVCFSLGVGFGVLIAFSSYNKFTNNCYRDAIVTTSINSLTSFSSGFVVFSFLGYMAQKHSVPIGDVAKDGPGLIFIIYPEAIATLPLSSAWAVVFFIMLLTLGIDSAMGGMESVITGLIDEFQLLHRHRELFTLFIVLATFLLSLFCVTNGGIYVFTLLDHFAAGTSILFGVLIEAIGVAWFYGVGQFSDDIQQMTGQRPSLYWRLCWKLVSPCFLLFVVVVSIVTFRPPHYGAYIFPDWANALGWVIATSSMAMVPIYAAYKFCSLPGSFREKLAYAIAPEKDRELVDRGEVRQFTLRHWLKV
# MT1-MMP txn act: MT1-MMP promoter reporter activation – cell-based, luciferase luminescence, primary screen; AID 750, 2007; activation factor at 10 µM; 86,000 tested, 0.16% active; HT1080 MT1-MMP promoter luciferase reporter, overnight; active compounds read high;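 active means activation factor of at least 2 for MT1-MMP transcription at 10 µM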
# Calb biofilm kill: clotrimazole potentiators killing Candida biofilms, primary screen, with clotrimazole, Alamar Blue; C. albicans biofilm + clotrimazole; inhibition, % at 6 µM; 85,000 tested, 0.14% active; AID 834, 2007;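 active means inhibition above 20%; inactive means inhibition below 20%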;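 further: preformed 24 hr biofilms exposed to compound for 48 hr; 0% = biofilm without compound and 100% = blank killed by clotrimazole plus chlorhexidine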
# TNFa cytotox: cytotoxicity in TNFa-stimulated HUVEC, primary screen, cytotoxicity control for VCAM1 expression modulator project, imaging, Hoechst nuclei count; 93,000 tested, 0.17% active; HUVEC TNFalpha-stimulated, Hoechst cell count; cell count reduction, % at 2 µM;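 active means cell count reduction exceeding the screen mean by over 5 SD, scaled to untreated wells per plate, cut at about 78% in these data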;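 further: cells counted after 24 h of TNF alpha exposure following the 1 h pretreatment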
# HUVEC tox IL1B: cytotoxicity in IL-1B stimulated HUVEC, primary screen, cytotoxicity control for IL-1B NFkB translocation project, imaging, Hoechst nuclear count, IL-1B stimulus. HUVEC cell count loss. cell count reduction, % at 2 µM. 94,000 tested, 0.41% active. AID 845, 2007;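 active means cell count reduction more than 3 SD above the screen-wide mean, cut at about 70% in these data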;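 further: normalized per plate to untreated control cells as the no-loss baseline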
# Smad3 FoxH1 inh: Smad3/FoxH1 peptide binding inhibitors, primary screen, biochemical, TR-FRET; Mothers against decapentaplegic homolog 3 (Homo sapiens), P84022; TR-FRET Smad3/Dy647-FoxH1 peptide binding, europium anti-His; inhibition, % at 25 µM; 88,000 tested, 0.29% active; AID 630, 2007;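 active means compounds that reduce the energy-transfer binding signal between the protein and its labelled peptide by more than half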;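 further: 0% = Smad3 plus labelled peptide maximal FRET and 100% = peptide-only background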
# Target sequence (P84022 whole entry, looked up): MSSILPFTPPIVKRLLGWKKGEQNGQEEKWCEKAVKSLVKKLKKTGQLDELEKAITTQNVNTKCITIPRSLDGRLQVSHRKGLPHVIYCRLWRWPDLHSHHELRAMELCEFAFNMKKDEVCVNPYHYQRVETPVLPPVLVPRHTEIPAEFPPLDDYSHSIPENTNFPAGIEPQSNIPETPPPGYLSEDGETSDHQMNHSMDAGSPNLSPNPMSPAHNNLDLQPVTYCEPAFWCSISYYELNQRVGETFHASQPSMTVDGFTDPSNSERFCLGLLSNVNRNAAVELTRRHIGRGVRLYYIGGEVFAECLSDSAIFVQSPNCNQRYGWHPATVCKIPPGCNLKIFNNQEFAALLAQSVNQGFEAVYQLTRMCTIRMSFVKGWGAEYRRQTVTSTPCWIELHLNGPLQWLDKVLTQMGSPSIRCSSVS
# VCAM1 TNFa inh: inhibitors of TNFa-induced VCAM1 expression, primary screen, imaging, HUVEC, TNFa stimulus, immunofluorescence. HUVEC TNFa-induced VCAM-1 immunofluorescence, high-content imaging. inhibition, % at 2 µM. 95,000 tested, 0.48% active;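 active means inhibition above the batch mean plus 3 SD, with images confirmed as a hit by eye, cut at about 37% in these data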;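 further: 0% = TNF-stimulated DMSO wells and 100% = unstimulated control wells; not every result past the cut was called active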
# cytoskel mod: modifiers of F-actin cytoskeleton organization, primary screen, imaging, HUVEC, phalloidin staining, high-content imaging; HUVEC TNFa F-actin phalloidin imaging; inhibition, % at 2 µM; 91,000 tested, 0.18% active;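 active means inhibition above the batch mean plus 3 SD and confirmed as a hit by visual image inspection, cut at about 30% in these data, passing the limit was not always enough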; further: strong numbers were not always called active
# * hit, by the source's call; · = no result given; [ ] = another dose, or the depositor's remark. These rows are one share of the data. The share of hits here may be higher or lower than overall.
# Start of the data: the first 2 entries, ahead of the listing:
SMILES,PTPN22 inh 2,hDAT+cocaine,MT1-MMP txn act,Calb biofilm kill,TNFa cytotox,HUVEC tox IL1B,Smad3 FoxH1 inh,VCAM1 TNFa inh,cytoskel mod
Cc1ccc(SCC(=O)Nc2ccc(N3CCN(c4ccccc4)CC3)c(F)c2)cc1,6,0.33,·,·,0,-60,·,8,-40
Cc1ccc2cc3cc(C(=O)NCc4ccc5c(c4)OCO5)oc3nc2c1,11,-0.63,0.9,9,-11,-13,9,-34,3

# The whole of this part, previewed entries included:
SMILES,PTPN22 inh 2,hDAT+cocaine,MT1-MMP txn act,Calb biofilm kill,TNFa cytotox,HUVEC tox IL1B,Smad3 FoxH1 inh,VCAM1 TNFa inh,cytoskel mod
Cc1ccc(SCC(=O)Nc2ccc(N3CCN(c4ccccc4)CC3)c(F)c2)cc1,6,0.33,·,·,0,-60,·,8,-40
Cc1ccc2cc3cc(C(=O)NCc4ccc5c(c4)OCO5)oc3nc2c1,11,-0.63,0.9,9,-11,-13,9,-34,3
Cc1cnn(-c2ccc3nnc(-c4ccc(Cl)cc4)n3n2)c1,17,-0.44,1,9,-2,-14,1,3,-28
C=CCn1c(-c2cc(OC)cc(OC)c2)n[nH]c1=S,-9,0.051,1,8,-12,-22,1,-9,53
Cc1ccc(-c2nnc(SCC(=O)NCC3CCCO3)n2C)cc1 (stereo unspecified),-2,-0.24,1,6,-20,-24,3,0,-10
CCCNS(=O)(=O)c1ccc(OCC(=O)OC)cc1,-4,-0.45,1,7,4,-8,-5,14,25
COc1cc2cc(CN(Cc3ccc4c(c3)OCO4)C(=O)c3ccco3)c(=O)[nH]c2cc1OC,2,-0.0024,1.4,6,·,-51,-4,·,·
O=C1OC(c2cccs2)=N/C1=C\c1ccc(-c2cccc(Cl)c2)o1,9,-0.065,·,·,-4,0,·,17,-9
O=C(CCC1CCCCC1)NCc1cccs1,0,1.9,1.2,7,8,-2,4,13,8
Cn1c(NCCCN2CCOCC2)nc2c1c(=O)n(Cc1ccc(Cl)c(Cl)c1)c(=O)n2C,-27,2,1,-3,-6,-27,-24,2,-41
O=C(CN1CCC(O)CC1)N1c2ccccc2C=Cc2ccccc21,·,0.86,1,1,·,·,11,·,·
CCOc1ccc(-n2nnnc2SCC(=O)c2ccccc2)cc1,-2,-1.1,1.2,5,-35,-10,-1,4,33
Cc1ccn(CC(=O)O)c(=O)c1,-20,-0.15,1.1,-4,-31,-21,-1,7,38
O=C(CSc1nnc(NC(=O)c2ccco2)s1)NC1CCCC1,-7,-0.67,1.1,·,-6,6,·,17,8
COc1ccccc1NC(=O)CSC(N)=O,-1,0.24,1,7,-23,-10,0,22,2
CCCCNC(=O)C1CCN(c2nc(OC)nc(OC)n2)CC1,-6,1.8,1.3,5,-14,-32,9,25,19
CC(=O)c1cc2c(O)c(O)ccc2o1,-4,0.33,1.2,7,-1,-25,9,-22,25
O=C(Cc1ccccc1)NCC(=O)N1CCCCCC1,-3,-0.31,·,5,-3,-36,6,24,-10
COc1ccc(-c2csc(N3CCN(Cc4ccc5c(c4)OCO5)CC3)n2)cc1,8,-0.51,1.2,-1,8,5,-14,-7,4
CCC(=O)N1CCCc2cc(S(=O)(=O)N3CCC(N4CCCCC4)CC3)ccc21,·,-0.052,1.3,11,·,·,-2,·,·

# Copied from the list.
# CCC(=O)N1CCCc2cc(S(=O)(=O)N3CCC(N4CCCCC4)CC3)ccc21 – hDAT+cocaine = -0.052
# O=C(CCC1CCCCC1)NCc1cccs1 – TNFa cytotox = 8
# Cc1ccc(SCC(=O)Nc2ccc(N3CCN(c4ccccc4)CC3)c(F)c2)cc1 – HUVEC tox IL1B = -60
# O=C(CSc1nnc(NC(=O)c2ccco2)s1)NC1CCCC1 – PTPN22 inh 2 = -7
# C=CCn1c(-c2cc(OC)cc(OC)c2)n[nH]c1=S – HUVEC tox IL1B = -22

# (next part)
SMILES,PTPN22 inh 2,hDAT+cocaine,MT1-MMP txn act,Calb biofilm kill,TNFa cytotox,HUVEC tox IL1B,Smad3 FoxH1 inh,VCAM1 TNFa inh,cytoskel mod
O=C(CNC(=O)c1cccs1)NCC(=O)OCc1cccc(Cl)c1,-3,-0.37,·,·,-14,22,·,8,18
CN1CCN(C(=O)CN(Cc2ccc(Cl)cc2)S(C)(=O)=O)CC1,7,0.87,1.1,9,-21,12,-1,26,0
Cc1nn2c(-n3ccnc3C)c3c(nc2c1-c1ccccc1)CCC3,8,0.22,1.1,9,-11,12,5,14,·
CN(C)C(=O)N1CCC(C(=O)NC2CCCCCCC2)CC1,12,-1.8,1.3,9,·,-12,5[fluorescence artefact?],·,·
COc1ccc(NC(=S)NN2CCN(C)CC2)cc1,0,-0.7,·,·,-22,5,·,-2,11
CC(=O)OCc1cc2cc(C)ccc2[nH]c1=O,-3,-1.6,1.2,-5,-5,-32,9,0,-81
O=c1c2cn[nH]c2[nH]c(=S)n1-c1ccccc1F,1,0.65,1,3,·,-16,7,·,·
O=C(O)CNc1nc(Cl)ccc1[N+](=O)[O-],3,0.1,1.2,4,12,14,-4,7,-27
COc1ccc(/C=C2/SC(c3ccc(C)cc3)=NC2=O)cc1OC,-4,0.14,·,·,-5,-17,·,-14,17
CC1(C)CC(=O)C2=C(C1)N=C1SCCC(=O)N1C2c1ccc(C(F)(F)F)cc1 (stereo unspecified),-15,0.6,·,·,2,-8,·,17,-1
O=C(c1ccc(Cn2cc([N+](=O)[O-])cn2)o1)N1N=C(C(F)F)CC1(O)C(F)F (stereo unspecified),-5,-0.59,·,·,-17,7,·,-7,4
CCN(CC)CCCN(C(C)=O)c1nc(-c2cc(OC)ccc2OC)cs1,1,0.67,1.4,11,-20,-8,-2,-1,10
CCn1cc(C(=O)NCCCOC)c(=O)c2cc(S(=O)(=O)N(C)C3CCCCC3)ccc21,3,2.5,1,0,-6,-12,5,11,8
C=CCN1CC(c2nc3ccccc3n2Cc2cccc3ccccc23)CC1=O (stereo unspecified),8,1.1,1.1,6,7,3,-2,29,-1
CCOC(=O)/C(C#N)=C1\Nc2ccccc2N=C1N(CC(C)C)CC(C)C,-16,-0.26,0.9,8,-30,-29,-4,13,4
CCNC(=S)NCCN1CCCCC1,2,0.33,1,-1,-5,-4,-7,3,-9
COc1ccc(S(=O)(=O)Cc2ccc(C(=O)N3CCN(c4ccccn4)CC3)o2)cc1,·,-0.49,1.1,9,·,·,7,·,·
COc1cc(CNn2cn[nH]c2=S)cc(Cl)c1OCc1ccccc1,0,0.15,·,·,-9,-14,·,-2,-34
COc1ccc2nc(C)c3c(c2c1)OC(C)C3 (stereo unspecified),5,-0.096,1.2,6,-26,-5,13,-7,1
CCCCC(=O)NC(=S)NNC(=O)CC,-6,-1.3,1.1,8,-4,45,6,-11,-4
Cc1nn(C)cc1/C=C/C(=O)c1cccs1,3,-0.17,2.5*,3,11,-47,-12,2,-20
CCCCCCOc1ccc(-c2ccc(C#N)cn2)cc1,-3,-0.2,·,·,21,25,·,-8,-38
CCCOc1ccc(N2CC(C(=O)Nc3ccccc3F)CC2=O)cc1 (stereo unspecified),-3,-0.14,1.3,-1,-5,0,-1,-28,9
Cc1ccc(C(=O)c2c(NC(=O)c3ccccc3)sc(C)c2C)cc1,4,-0.74,·,·,9,-22,·,6,-26
Cc1csc(SCC(=O)c2cc(C)n(Cc3cccs3)c2C)n1,5,-0.026,·,2,3,0,6,2,-16
CC(C(=O)NCc1ccccn1)N1C(=O)c2ccccc2C1=O (stereo unspecified),8,-0.68,1.2,·,-5,·,·,8,-6
CCCCOc1ccc(C(=O)NCCCC(=O)N2CCCCC2)cc1,-8,1.5,1.3,8,-15,-78,1,-19,·
CCc1n[nH]c2c1/C(=N\O)CC(C)(C)C2,-7,0.88,1.1,5,-32,10,4,6,-9
Cc1c(OCc2ccccc2)c(=O)ccn1Cc1ccc(Cl)cc1,10,-0.41,1.2,2,-29,·,5,-9,10
COC(=O)C1CCN(C(=O)c2c(-c3ccccc3Cl)noc2C)CC1,-5,0.23,1.1,4,-25,-36,1,-15,10
Cc1cc(C(F)(F)F)c2c(C)nn(CCc3nn[nH]n3)c2n1,-4,-0.56,1.1,4,-48,3,1,-21,25
Cc1ccc(C(=O)Nc2nnc(-c3cccs3)s2)cc1C,-4,·,1.4,2,16,-5,4,13,-12
Cc1c(NC(=O)c2noc3c2CCc2ccccc2-3)c(=O)n(-c2ccccc2)n1C,1,0.92,1.1,13,17,-4,2,-3,-11
COCCCNS(=O)(=O)c1ccc(Oc2ncc(C(F)(F)F)cc2Cl)cc1,-6,-0.0097,·,·,-21,-22,·,21,-19
CC(C)CC(NC(=O)C1CCCCC1)C(=O)NCc1ccccn1 (stereo unspecified),·,-1,1.2,8,·,·,7,·,·
O=C(CN1CCCC1)Nc1ccc(NC(=O)Nc2ccccc2)cc1,4,-0.93,1.6,4,-42,-5,5,17,4
Cc1ccc(NC(=O)CS(=O)CC(=O)N(CC(=O)NC2CCCC2)c2cc(C)ccc2C)cc1 (stereo unspecified),0,0.28,1.2,6,3,2,-2,-23,-1
N#C/C(=C/c1ccc(F)cc1)c1nc(CCN2C(=O)c3ccccc3C2=O)cs1,-2,1.9,·,·,-5,-28,·,2,16
COC(=O)c1sc2nc(-c3ccccc3)nc(N3CCN(C)CC3)c2c1C,4,-0.87,1.1,0,-4,-9,1,13,14
CCOC(=O)C1=C(C)NC2=C(C(=O)C(C(=O)OCC)C(c3ccc(OC)cc3)C2)C1c1ccccn1 (stereo unspecified),3,-0.95,1.1,-2,13,-18,-10,-27,-22
COc1ccccc1C1(CC(=O)N2CCOCC2)CCOC(C(C)C)C1 (stereo unspecified),2,0.76,1.1,9,·,-8,1,-6,-6
O=C(CCCCCN1C(=O)c2ccccc2C1=O)NCCc1nc2ccccc2[nH]1,1,-0.25,1,4,-29,3,-4,2,9
COc1ccc2c(c1)SCC(=O)N2C,-11,-0.36,0.9,9,38,-16,-1,12,4
COc1ccc(S(=O)(=O)N2CCC(C(=O)NCc3cccc(OC)c3)CC2)cc1,-14,1.2,1.1,4,-36,9,3,-9,7
CCOc1ccccc1NS(=O)(=O)N(C)C,-9,-1.2,1.2,0,-15,-9,1,-7,·
NC(=O)CCCC1=NS(=O)(=O)c2ccccc2N1,-14,-0.75,1,4,-28,-37,7,-2,·
O=C(NCCOCCOCCNC(=O)c1cccnc1)c1cccnc1,0,0.29,1.2,2,-12,-30,-12,17,3
O=C(c1cc2sccc2n1Cc1ccccc1)N1CCc2ccccc21,-15,0.015,1.2,3,-23,-75,-3[fluorescence artefact?],-2,10
Cc1nc(-c2ccccc2O)n(S(=O)(=O)N(C)C)n1,-5,-1.5,0.9,-3,-29,8,-1,16,7
Cc1cc(C)nc(SCc2nnc(SCC(=O)Nc3ccccc3C)n2Cc2ccco2)n1,-6,-0.46,1.2,4,-37,-37,4,0,10
Cc1nn(C(C)(C)C)c(OC(=O)c2cccs2)c1Sc1ccccc1,-1,2,1,-7,-19,8,-7,14,8
CS(=O)(=O)N(CC(=O)N1CCCC1)c1cccc(Cl)c1Cl,-3,0.21,1.1,·,-21,-17,3,-22,-2

# Bioassay records deposited in PubChem BioAssay by several laboratories.
